EPAC1 agonist: qHTS for Agonist of cAMP-regulated guanine nucleotide exchange factor 3 (EPAC1): primary screen; AID 720707, 2013; EPAC1 agonist qHTS, biochemical assay; response scale: 100% = response to 6.5 mM cAMP; hit rate 0.073% among 360,000; Rap guanine nucleotide exchange factor 3 (Homo sapiens), O95398; Potency, µM (titrated, usually from 154 µM), inactives show at the highest dose activation, actives largely listed as activators; note: potency is the fitted concentration of half-maximal effect; nearly all actives have a fitted effect of over 60% in size
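Fluorescent GDP-exchange assay: 100 nM EPAC1 with 250 nM Rap1B preloaded with BODIPY-GDP and 50 uM GDP; compounds tested as concentration series, 5 min at room temperature, then read every 5 min for 30 min (ex 480/em 540 nm); normalized to 6.5 mM cAMP.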
EPAC1 antag: qHTS for Antagonist of cAMP-regulated guanine nucleotide exchange factor 3 (EPAC1): primary screen | Rap guanine nucleotide exchange factor 3 (Homo sapiens), O95398 | EPAC1 GEF assay, Rap1b-BODIPY-GDP exchange fluorescence | Potency, µM (highest dose often 115 µM), inactives show top-dose activity change, negative = inhibition, usual class: inhibitors | hit rate 0.14% among 360,000 | AID 720709, 2013;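 note: potency is the fitted concentration of half-maximal effect; plate controls were vehicle for no effect and positive control for full effect; nearly all actives have a fitted effect of over 50% in size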
FUS yeast rescue: qHTS for Suppressors of FUS Proteinopathy: Primary screen using FUS-linked yeast assay; S. cerevisiae FUS-expressing, growth rescue, OD600, 24 h; Potency, µM (top dose mostly 76.6 µM), without a hit: top-dose growth rescue (activation), usual class: activators; hit rate 0.24% among 390,000; AID 1347120, 2019;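 note: potency is the fitted concentration of half-maximal effect; plate controls were DMSO vehicle for no effect and reference control for full effect; nearly all actives have a fitted effect of over 55% in size; some results filed as inactive show a strong effect at the top dose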
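Galactose (2%) drives FUS expression in yeast precultured in raffinose; seeding density OD 0.005. Test compounds incubated 24hr at 30C and 99% humidity before absorbance at 600 nm was measured.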
PI5P4K alpha inh: qHTS for Inhibitors of phosphatidylinositol 5-phosphate 4-kinase (PI5P4K) | hit rate 1.2% among 330,000 | AID 652105, 2013 | Phosphatidylinositol 5-phosphate 4-kinase type-2 alpha (Homo sapiens), P48426 | PI5P4Kalpha enzyme, ADP-Glo luminescence, 60 min; active compounds read low | max response, %; active = max response of -50% or lower; inconclusive = between -30% and -50%; inactive = -30% or higher; note: value at the top dose of about 77 µM; % is set by controls: 0 for no effect and ±100 for the full control effect
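ADP-Glo luminescence end-point after a 60 min room-temperature kinase reaction. PI5P4Kalpha and substrate in HEPES pH 7.4 buffer with EGTA, 0.1% CHAPS and 5% DMSO; ATP at 5 microM final.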
IL-2 act: qHTS of IL-2 Activators | IL-2 activation reporter assay, cell-based qHTS; stimulated with anti-CD3/CD4/CD28 beads; in transgenic mouse T cells | activation, % (series mostly up to about 46 µM) | AID 652025, 2013 | hit rate 0.065% among 360,000; in the data active = activation above about 50%; inconclusive = mostly about 30% to 49%; note: 0% is about no effect
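Screening format: compound pinned onto unstimulated transgenic mouse T cells, 60 min incubation, then anti-CD3/anti-CD4/anti-CD28 bead stimulation for 18 hours at 37 degrees C, followed by EGFP and DsRed detection.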
PLK1 PBD block: qHTS for Inhibitors of PLK1-PDB (polo-like kinase 1 - polo-box domain): Primary Screen. Plk1 PBD binding of FITC phosphopeptide, fluorescence polarization. Potency, µM, for the others: max response, negative = inhibition, most hits filed as inhibitors. hit rate 2.8% among 360,000. AID 720504, 2013. Serine/threonine-protein kinase PLK1 (Homo sapiens), P53350; note: potency is the fitted concentration of half-maximal effect; series mostly up to about 57 µM; % is set by controls: 0 for no effect and ±100 for the full control effect; nearly all actives have a fitted effect of over 65% in size
Abeta yeast res: qHTS for compounds that reverse cellular toxicity of Amyloid beta (A-beta) peptide in yeast: Primary Screen; Potency, µM (highest dose often 46.1 µM), for the others: at the top dose growth rescue, hits mostly activators; yeast expressing A-beta42, growth rescue, OD600, 48 h; response scale: 0% DMSO, 100% iron-clioquinol control; hit rate 0.063% among 410,000; AID 1347071, 2019; note: potency is the fitted concentration of half-maximal effect; nearly all actives have a fitted effect of over 55% in size
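Yeast growth medium received pinned compounds, then yeast cells expressing toxic A-beta were added; plates incubated at 30 C for 48 hr. Growth read as absorbance at 600 nm, normalized to DMSO and equimolar FeCl3 plus clioquinol controls.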
WRN helicase inh: qHTS for Inhibitors of WRN Helicase | Potency, µM (series often up to 114 µM), without a hit: at the highest dose activity change, negative = inhibition, hits mostly inhibitors | hit rate 0.46% among 360,000 | WRN helicase unwinding, fluorescent forked duplex, kinetic; note: potency is the fitted concentration of half-maximal effect; % is set by controls: 0 for no effect and ±100 for the full control effect; nearly all actives have a fitted effect of over 55% in size
Target sequence (Q14191 whole entry, looked up): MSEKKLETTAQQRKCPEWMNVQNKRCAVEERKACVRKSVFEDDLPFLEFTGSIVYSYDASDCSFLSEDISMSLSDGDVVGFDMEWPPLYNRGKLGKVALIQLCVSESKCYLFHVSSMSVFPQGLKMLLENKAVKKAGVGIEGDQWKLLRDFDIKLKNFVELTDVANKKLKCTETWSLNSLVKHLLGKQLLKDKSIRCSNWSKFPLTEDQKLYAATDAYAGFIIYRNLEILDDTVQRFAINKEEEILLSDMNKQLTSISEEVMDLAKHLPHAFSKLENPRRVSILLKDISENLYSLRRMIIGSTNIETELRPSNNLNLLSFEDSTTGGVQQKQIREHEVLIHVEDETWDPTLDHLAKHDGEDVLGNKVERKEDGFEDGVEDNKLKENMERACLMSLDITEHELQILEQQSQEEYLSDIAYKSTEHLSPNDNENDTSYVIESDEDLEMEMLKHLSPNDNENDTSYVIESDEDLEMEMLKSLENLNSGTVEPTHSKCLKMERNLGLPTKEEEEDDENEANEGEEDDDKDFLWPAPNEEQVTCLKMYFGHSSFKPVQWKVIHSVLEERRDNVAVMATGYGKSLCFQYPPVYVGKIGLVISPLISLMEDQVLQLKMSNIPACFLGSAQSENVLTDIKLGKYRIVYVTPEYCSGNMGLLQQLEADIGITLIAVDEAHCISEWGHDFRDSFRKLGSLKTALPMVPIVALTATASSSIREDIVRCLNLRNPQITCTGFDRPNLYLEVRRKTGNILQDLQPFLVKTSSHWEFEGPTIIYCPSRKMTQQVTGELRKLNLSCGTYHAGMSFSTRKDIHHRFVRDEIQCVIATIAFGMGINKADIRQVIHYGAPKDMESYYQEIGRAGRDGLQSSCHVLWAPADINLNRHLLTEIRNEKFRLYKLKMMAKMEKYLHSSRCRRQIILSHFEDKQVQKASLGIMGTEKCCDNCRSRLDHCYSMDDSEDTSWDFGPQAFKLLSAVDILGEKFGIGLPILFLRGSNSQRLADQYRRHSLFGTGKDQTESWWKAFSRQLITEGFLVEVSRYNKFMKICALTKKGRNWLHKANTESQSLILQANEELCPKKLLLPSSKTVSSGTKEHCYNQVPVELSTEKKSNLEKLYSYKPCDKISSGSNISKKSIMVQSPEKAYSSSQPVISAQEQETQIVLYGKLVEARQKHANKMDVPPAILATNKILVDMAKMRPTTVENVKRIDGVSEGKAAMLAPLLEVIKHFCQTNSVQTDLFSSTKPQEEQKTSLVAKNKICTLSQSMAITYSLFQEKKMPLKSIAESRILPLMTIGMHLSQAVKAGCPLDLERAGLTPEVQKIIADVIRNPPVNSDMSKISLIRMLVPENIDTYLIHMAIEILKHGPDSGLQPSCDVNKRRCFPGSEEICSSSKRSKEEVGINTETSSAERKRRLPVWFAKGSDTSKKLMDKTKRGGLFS
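Fluorescence dequenching readout, ex 525 nm/em 598 nm, kinetic mode: forked duplex DNA (100 nM final) with adjacent fluorophore and quencher unwound by WRN (20 nM final) with 2 mM ATP. Compound preincubation 15 min, room temperature.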
* = called active by the depositor; ? = inconclusive; . = not tested or not shown; & = joins results of further samples; [ ] = remark or other dose. Unless noted, calls come from the whole dose curve; as a rule, active = well fitted curve in the direction sought with a large enough effect; inconclusive = small, poorly fitted or top-dose-only effect, or another doubt; inactive = no such curve, though single readings can be large; an effect the other way counts as inactive or inconclusive.

Preview, three compounds:
Key to letters: A = EPAC1 agonist; B = EPAC1 antag; C = FUS yeast rescue; D = PI5P4K alpha inh; E = IL-2 act; F = PLK1 PBD block; G = Abeta yeast res; H = WRN helicase inh
CCOc1cc(NC(=O)C2CCCCC2)c(OCC)cc1NC(=O)c1ccccn1
  A: -15%	B: -1%	C: 16%	D: -8	E: -1.7	F: -2%	G: 0%	H: 0%

COC(=O)C1CN(C(=O)C(C)Oc2cccc(C)c2C)c2ccccc2O1 (stereo not given)
  A: 3%	B: -24%	C: 8%	D: 4	E: -0.6	F: -9%	G: 20%	H: -6%[57.1 µM]

COc1ccc(Cc2nnc(SC(C)C(=O)Nc3ccc(C(N)=O)cc3)o2)cc1 (stereo not given)
  A: 5%	B: 5%	C: 2%	D: 6	E: -2.6	F: -5%	G: -4%	H: -3%

This part in full, repeating the preview:
Key to letters: A = EPAC1 agonist; B = EPAC1 antag; C = FUS yeast rescue; D = PI5P4K alpha inh; E = IL-2 act; F = PLK1 PBD block; G = Abeta yeast res; H = WRN helicase inh
CCOc1cc(NC(=O)C2CCCCC2)c(OCC)cc1NC(=O)c1ccccn1
  A: -15%	B: -1%	C: 16%	D: -8	E: -1.7	F: -2%	G: 0%	H: 0%

COC(=O)C1CN(C(=O)C(C)Oc2cccc(C)c2C)c2ccccc2O1 (stereo not given)
  A: 3%	B: -24%	C: 8%	D: 4	E: -0.6	F: -9%	G: 20%	H: -6%[57.1 µM]

COc1ccc(Cc2nnc(SC(C)C(=O)Nc3ccc(C(N)=O)cc3)o2)cc1 (stereo not given)
  A: 5%	B: 5%	C: 2%	D: 6	E: -2.6	F: -5%	G: -4%	H: -3%

S=C(NCCCN1CCOCC1)N1CCN(c2ccccc2)CC1
  A: 2%	B: 15%	C: 23%	D: 2	E: 0.5	F: -7%	G: 1%	H: 7%

Cc1ccccc1CSc1nnnn1-c1ccc(C(N)=O)cc1
  A: -7%	B: -16%	C: -7%	D: 4	E: 2.2	F: 4%	G: -7%	H: -11%

COc1ccc(C)cc1Nc1nc(-c2ccccc2O)nc2ccccc12
  A: 8%	B: -2%	C: -15%	D: 38	E: -2.9	F: -8%	G: 11%	H: 1%

CSc1ncccc1C(=O)Nc1ccc(S(=O)(=O)Nc2nccs2)cc1
  A: 5%	B: 0%	C: -17%	D: -10	E: 3.3	F: -1%	G: 5%	H: -16%

CC1CCCCN1C(=O)/C=C/c1ccccc1[N+](=O)[O-] (stereo not given)
  A: -16%	B: -18%	C: 5%	D: -8	E: -2.3	F: -11%	G: -15%	H: 7%

Cc1ccc2nc(-c3ccc(NS(C)(=O)=O)cc3)cc(-c3ccccc3)c2c1
  A: 23%	B: -14%	C: ?	D: .	E: -4.6	F: -14%	G: -39%[inhibitor]	H: -10%

O=C(NCc1ccccc1CN1CCCC1)c1ccc(Cl)c(S(=O)(=O)N2CCCC2)c1
  A: 1%	B: -13%	C: ?	D: 4	E: -5.7	F: -14%	G: -7%	H: 4%

CCCCN(C)C(=O)CNC(=O)c1nn(-c2ccc(OC)cc2OC)c(=O)c2ccccc12
  A: 0%	B: 9%	C: 19%	D: 14	E: -3.4	F: -11%	G: -15%	H: -2%

CCCCN(C)Cc1c(O)ccc2c(-c3ccccc3)cc(=O)oc12
  A: -1%	B: 12%	C: 6%	D: -6	E: -4.2	F: -2%	G: 15%	H: 6%

CCCc1cc(=O)c2ccc(OC/C(C)=N/O)cc2o1
  A: -14%	B: 6%	C: 12%	D: 2	E: -0.2	F: -1%	G: 3%	H: 7%

CCC(=O)c1cn(CCOc2ccccc2OC)c2ccccc12
  A: 7%	B: -11%	C: 19%	D: 14	E: -0.9	F: -7%	G: 25%	H: -32%

O=C(Cc1ccccc1)NCCn1ccc2ccccc21
  A: -11%	B: 31%[activator]	C: -1%	D: 3	E: -1.4	F: -2%	G: 8%	H: 1%

CCC(=O)Nc1cccc(-c2nnc(SCC(=O)c3ccccc3)n2C)c1
  A: 3%	B: 0%	C: 10%	D: -20	E: -1.5	F: 27µM*	G: 9%	H: -1%

Cc1ccc(-n2c(O)c(C=NC3CCS(=O)(=O)C3)c3ccccc3c2=O)c(C)c1 (stereo not given)
  A: -5%	B: 3%	C: 40%	D: -4	E: -0.4	F: 4%	G: 0%	H: -11%

O=C(COc1ccc2c(c1)CCC2)NCc1cccc(Cl)c1
  A: 14%	B: -22%	C: 15%	D: 2	E: 8.2	F: 21%	G: -8%	H: -10%[57.1 µM]

CCOC(=O)c1cnc2c(-c3ccccc3)c(-c3ccccc3)nn2c1C
  A: -4%	B: -6%	C: 6%	D: -3	E: 0.0	F: -2%	G: -1%	H: -4%

COc1ccc(CCNC(=O)C2CCN(C(=O)c3ccc(F)cc3)CC2)cc1
  A: 8%	B: 7%	C: -29%	D: 0	E: -0.7	F: -3%	G: 7%	H: -3%

CCCc1c(C(=O)N/N=C(\C)CCc2ccccc2)nnn1-c1nonc1N
  A: -7%	B: 21%	C: 4%	D: 4	E: -3.7	F: -25%	G: -24%	H: -1%

O=C(CN1CCOCC1)Nc1c2c(nc3ccccc13)N(Cc1ccccc1)CC2
  A: -6%	B: 7%	C: 19%	D: -6	E: 2.6	F: -7%	G: -8%	H: -6%

Nc1[nH]c(C(=O)c2ccccc2)c(-c2ccncc2)c1C(=O)NCc1cccc2ccccc12
  A: 0%	B: 7%	C: -5%	D: -24	E: 0.4	F: -5%	G: -5%	H: -8%

CNC(=O)/C(C#N)=C/c1ccc(-c2ccc(OC)cc2[N+](=O)[O-])o1
  A: -2%	B: 12%	C: 11%	D: 1	E: 0.0	F: -8%	G: 3%	H: -19%

CCN(CC)S(=O)(=O)c1ccc(NC(=O)c2ccc(N(C)S(C)(=O)=O)cc2)cc1
  A: 7%	B: -10%	C: -7%	D: 12	E: 0.2	F: 0%	G: 12%[9.22 µM]	H: -17%

Clc1ccc(CO/N=C/c2cccs2)cc1
  A: -3%	B: 8%	C: -3%	D: 0	E: 1.0	F: 5%	G: 4%	H: 3%

O=C1N/C(=C/c2ccsc2)C(=O)N1c1ccccc1
  A: 11%	B: 6%	C: -11%	D: 0	E: 0.8	F: 4%	G: -17%	H: 12%

Fc1ccc(F)c(C2=NNC(=Nc3ccccc3F)SC2)c1
  A: 7%	B: 5%	C: 16%	D: 3	E: 0.4	F: -23%	G: -13%	H: -4%

CN1CCN(C2=Nc3c(Cl)cc(Cl)c4cccc2c34)CC1
  A: -4%	B: -23%	C: 4%	D: 4	E: -0.7	F: ?	G: -26%	H: -14%

O=c1c(-c2nc3ccccc3s2)cccn1Cc1ccccc1
  A: 7%	B: -2%	C: 25%	D: 10	E: -2.3	F: 1%	G: 9%	H: -1%

C=CCn1c(-c2ccc(Cl)cc2)cnc1SC(C)C(=O)NC(N)=O (stereo not given)
  A: -6%	B: -4%	C: 9%	D: -1	E: -3.9	F: -5%	G: -19%	H: -18%

Clc1nnc2ccc(-c3ccccc3)nn12
  A: 7%	B: -9%	C: 15%	D: .	E: -1.2	F: 1%	G: 4%	H: -17%

Cc1ccc(S(=O)(=O)N(CC(=O)NN=C2CCN(C)CC2)c2ccc(F)cc2)cc1
  A: 8%	B: -5%	C: 12%	D: 6	E: 2.0	F: 3%	G: -6%	H: 5%

NC(=O)CCC(C(=O)O)N1C(=O)c2ccc(O)cc2C1=O (stereo not given)
  A: 6%	B: 4%	C: -5%	D: -7	E: -3.3	F: ?	G: 0%	H: 11%

COc1cc(OC)cc(C(=O)N[C@H](C(=O)OCC(=O)NC(C)c2ccccc2)C(C)C)c1 (stereo not given in full)
  A: 0%	B: 1%	C: .	D: 2	E: 1.6	F: -9%	G: 3%	H: 1%

CCCOC(=O)c1c(N)sc(C(=O)OCC)c1C
  A: -11%	B: -22%	C: 20%	D: 1	E: -1.8	F: ?	G: 9%	H: -13%

O=C(COC(=O)Cc1c(Cl)cccc1Cl)NCC1CCCO1 (stereo not given)
  A: ?	B: 27%	C: -4%	D: 2	E: -0.3	F: -6%	G: 13%	H: -1%

Cc1ccc(Cl)c2c1NC(=O)C2(O)CC(=O)c1ccccc1O (stereo not given)
  A: -5%	B: 4%	C: 11%	D: 1	E: -0.7	F: 2%	G: 8%	H: -5%

CC1CC(=O)Nc2ccccc2N1S(=O)(=O)c1ccc(C(F)(F)F)cc1 (stereo not given)
  A: -19%	B: 4%	C: 4%	D: -2	E: -0.6	F: -8%	G: 5%	H: -25%

CN(C)c1ccc(/C=C2/C[N+](C)(C)C/C(=C/c3ccc(N(C)C)cc3)C2=O)cc1
  A: -22%	B: ?	C: .	D: -16	E: 8.4	F: 39%[activator]	G: -12%	H: 20µM*

Cc1nc(N/C(N)=N/S(=O)(=O)c2ccc([N+](=O)[O-])cc2)nc2ccccc12
  A: 8%	B: -17%	C: 5%	D: -1	E: -5.1	F: -1%	G: -8%	H: 4%

OC(c1ccc(F)c(F)c1)c1nc(-c2cccc(C(F)(F)F)c2)cs1 (stereo not given)
  A: -10%	B: -30%	C: 20%	D: 0	E: -0.5	F: -7%	G: 11%	H: -9%

COC(=O)Cc1c(C(=O)OC)nnn1-c1cccc(C(F)(F)F)c1
  A: -5%	B: -2%	C: 7%	D: -7	E: -1.0	F: -17%	G: -9%	H: 1%

O=C1c2ccccc2C2(c3ccccc3)NCCN12 (stereo not given)
  A: 8%	B: 6%	C: 23%	D: .	E: -0.7	F: -2%	G: 1%	H: -5%

O=S(=O)(NCc1ccc(F)cc1)c1ccc(-c2cnc(C3CC3)o2)cc1
  A: -11%	B: 3%	C: ?	D: -2	E: -1.9	F: -11%	G: -18%&-15%	H: -9%

CN1CCN(S(=O)(=O)c2ccc(Oc3cccc(C(F)(F)F)c3)nc2)CC1
  A: -8%	B: 8%	C: -1%	D: 0	E: -4.5	F: -1%	G: 10%	H: 0%

O=C(CCCSc1nc2ccccc2[nH]1)NC1CCCCC1
  A: 7%	B: -5%	C: -16%	D: -1	E: -1.8	F: -13%	G: -2%	H: 14%
